Assay outcomes as filed in PubChem BioAssay.
HIV peptide binding: inhibitors of HIV fusion peptide binding, primary screen, biochemical, uHTS, fluorescence dequenching (AID 1986); cell-free peptide binding, fluorescence dequenching, 30 min; higher % means a stronger effect; 0.3% of 290,000 active; inhibition, % at 20 µM, or IC50 in µM where a hit was titrated; in the data active = inhibition mostly above about 52%, no sharp cut-off; inactive = mostly below about 76%; note: some results filed as inactive read as strong as hits
RSV antiviral HEp-2: RSV antiviral activity via CPE protection, HEp-2 cells, primary 10 µM value included (AID 2391). HEp-2 cells, RSV-induced CPE inhibition; higher % means a stronger effect. one-dose CPE inhibition, % at 10 µM; IC50 in µM for titrated hits. 0.13% of 310,000 active; in the data active = a potency from the dose series; inconclusive = CPE inhibition mostly from about 23% at the one dose, without a potency; inactive = the rest, 99 in 100 with CPE inhibition below about 21%; note: strong numbers were not always called active
MgcRacGAP inhibition: MgcRacGAP GTPase-activating activity inhibitors, confirmation, biochemical, ADP Hunter fluorescence; Rac GTPase-activating protein 1 (Homo sapiens); MgcRacGAP-stimulated Rac1 GTP hydrolysis, ADP Hunter fluorescence; higher % means a stronger effect; GST-tagged Rac1 F28L mutant substrate; inhibition, % at 30 µM, or IC50 in µM where a hit was titrated; 0.6% of 340,000 active; AID 624330, 2012;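 active = first-screen hits whose inhibition reached a set limit at any dose in the follow-up dose series; inconclusive = inhibition above the set first-screen limit but never retested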;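 note: fluorescence reports GDP produced by GAP-driven GTP hydrolysis; strong numbers were not always called active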
K1F lysis inhibition: inhibition of K1F phage lysis, E. coli UTI89, bacterial capsule biogenesis inhibitors, alamar blue (AID 488966); E. coli UTI89 K1F phage lysis, alamar blue, 2 h; higher % means a stronger effect; one-dose inhibition, % at 100 µM; IC50 in µM for titrated hits; 0.02% of 340,000 active;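 active = phage lysis inhibition, versus mean bacterial control, above a set limit; inconclusive = no clear call, values can overlap the other calls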;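 note: capsule biogenesis inhibitors block K1F phage lysis so surviving cells raise fluorescence; higher fluorescence means more inhibition of phage lysis; actives were called in the ten point dose series up to 300 µM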
Dengue-2 NS5 capping: Dengue-2 NS5 methyltransferase inhibitors, primary screen, biochemical, confirmation dose response (AID 588689); inhibition, % at 25 µM, or IC50 in µM where a hit was titrated; 0.3% of 340,000 active; Genome polyprotein (Dengue virus type 2 (strain 16681-PDK53)); Dengue-2 NS5 methyltransferase capping enzyme assay, biochemical; higher % means a stronger effect; in the data active = a potency from the dose series; inconclusive = inhibition above about 29% without an active follow-up result
GPR55 antagonists: GPR55 antagonists blocking LPI-driven arrestin recruitment, primary screen, imaging, U2OS, beta-arrestin-GFP, LPI agonist (AID 2013) | inhibition, % at 10 µM, or IC50 in µM where a hit was titrated | G-protein coupled receptor 55 (Homo sapiens) | 0.13% of 290,000 active | U2OS GPR55 beta-arrestin-GFP translocation imaging, LPI antagonism; higher % means a stronger effect;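 active = spots per cell inhibited over 60%, with over 100 cells counted and total cytoplasm intensity under 500,000; inconclusive = wells with under 100 cells, flagged as likely toxic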;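 note: U2OS cells stably carrying GPR55 and arrestin-GFP stimulated by 5 µM LPI near EC80; imaged beta-arrestin-GFP aggregate spots per cell after agonist stimulation; plate controls were LPI-stimulated DMSO wells for no effect and DMSO wells without LPI for full effect; some results filed as inactive read as strong as hits; confirmed hits need IC50 under 10 µM and bright autofluorescent wells are also inconclusive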
GPR35 antagonists: GPR35 antagonists blocking zaprinast-driven arrestin recruitment, primary screen, imaging, U2OS, beta-arrestin-GFP, zaprinast agonist (AID 2058). G-protein coupled receptor 35 (Homo sapiens). U2OS GPR35 beta-arrestin-GFP translocation imaging, zaprinast antagonism; higher % means a stronger effect. inhibition, % at 10 µM, or IC50 in µM where a hit was titrated. 0.052% of 290,000 active;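 active = inhibition of at least 50% with at least 30 cells and total cytoplasm GFP at most 10,000,000; inconclusive = under 30 cells or total GFP of 10,000,000 plus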
Large T inhibition: SV40 large T antigen inhibitors, biochemical (AID 1903) | SV40 large T antigen ATPase/helicase inhibition assay; higher % means a stronger effect | inhibition, % at 20 µM; hits with a dose series show IC50 in µM | 0.39% of 310,000 active; in the data active = a potency from the dose series; inconclusive = inhibition mostly from about 32% at the one dose, without a potency; inactive = the rest, 99 in 100 with inhibition below about 32%; note: strong numbers were not always called active
PhoP inhibition: inhibitors of PhoP regulon expression, primary screen, Salmonella Typhimurium, GFP reporter (AID 1863) | S. Typhimurium PhoP-regulated promoter GFP reporter, 4 h; higher % means a stronger effect | inhibition, % at 50 µM, or IC50 in µM where a hit was titrated | 0.16% of 300,000 active;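 active = inhibition over 29.93%, a cutoff 3 SD above the screen mean, later confirmed by dose response; inconclusive = inhibition over 29.93% but no dose response follow-up; inactive = inhibition at most 29.93% or unconfirmed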;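 note: 0% = low Mg2+ inducing control and 100% = high Mg2+ repressing control; strong numbers were not always called active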
An asterisk follows results filed as active; ? = inconclusive; / = not tested or not shown; [ ] = dose if it differs, or a comment.

SMILES	HIV peptide binding	RSV antiviral HEp-2	MgcRacGAP inhibition	K1F lysis inhibition	Dengue-2 NS5 capping	GPR55 antagonists	GPR35 antagonists	Large T inhibition	PhoP inhibition
Cc1cc(Cl)c(S(=O)(=O)NCc2cccnc2)cc1OCC(=O)NC1CCCCC1	-0.5%	0.3%	0%	-0.1%	3%	3%	2%	-4%	4%
COc1ccc(CNc2ncc(-c3ccccc3)n2C)cc1	0.8%	-0.1%	?	1.0%	1%	-3%	-10%	22%	-10%
CCOc1ncccc1C(=O)N(C)CC(=O)Nc1ccc(F)cc1	-1.7%	0.2%	10%	3.9%	-1%	-12%	-10%	3%	-7%
O=C(NCCCN1CCOCC1)c1cc(C(=O)C2CCCCC2)c[nH]1	0.4%	1.0%	7%	0.1%	-5%	-7%	-7%	1%	-2%
CC(C)CC(NS(=O)(=O)c1ccc2[nH]c(=O)c(=O)[nH]c2c1)C(=O)O (configuration not stated)	0.9%	-0.3%	4%	0.7%	/	10%	-16%	?	-11%
CSc1nc(NS(=O)(=O)c2ccc(F)cc2F)nn1C	-0.5%	-0.1%	6%	-0.4%[50 µM]	2%	11%	-6%	26%	-8%
CCOc1ccc2nc(COC(=O)c3cccc([N+](=O)[O-])c3)c(C(C)=O)[n+]([O-])c2c1	0.2%	1.5%	/	/	/	-9%	-3%	12%	-3%
Cc1ccc(/C(C#N)=C\c2cn(C)c3ccccc23)cc1	1.9%	43%	/	/	/	1%	0%	-2%	0%
CSCCC(NC(=O)c1ccc(C(C)(C)C)cc1)C(=O)O (configuration not stated)	-1.1%	0.7%	3%	-0.3%	-7%	2%	2%	2%	-3%
O=[N+]([O-])/C(=C\Nc1ccccc1)S(=O)(=O)c1ccccc1	1.3%	-0.5%	19%	1.3%	4%	9%	-8%	2%	5%
CC(Sc1nc2c([nH]c3ccccc32)c(=O)n1C)c1ccccc1 (configuration not stated)	-1.7%	2.8%	-4%	-0.6%	-9%	4%	-17%	8%	5%
c1ccc(CCN=C2CCCc3c2[nH]c2ccccc32)cc1	-0.9%	-1.6%	1%	-0.4%	-8%	-1%	8%	3%	-3%
Cc1oc(-c2cccs2)nc1CN1CCN(Cc2ccc(F)c(F)c2)C(CCO)C1 (configuration not stated)	-0.9%	-0.6%	6%	0.4%	-1%	1%	10%	4%	-1%
N#CCc1nc(CSc2nc3ccccc3s2)cs1	-0.8%	0.8%	7%	2.1%	-6%	-1%	4%	6%	8%
CCOc1ccc(NC(=O)CC2C(=O)N(c3ccccc3)C(=S)N2Cc2ccccn2)cc1 (configuration not stated)	5.7%	8.0%	-5%	2.0%	-8%	/	-7%	2%	-4%
CCOc1ccc(NC(=S)N(CCc2c(C)[nH]c3ccccc23)Cc2ccco2)cc1	0.9%	5.3%	0%	-0.2%	-2%	2%	1%	4%	1%
CC(=O)Nc1cccc(C(=O)OCc2csc(CC(=O)Nc3ccccc3C)n2)c1	/	0.3%	-7%	0.3%[50 µM]	-14%	/	/	/	/
CSc1ccccc1C(=O)C1CCCN(C(=O)c2csnn2)C1 (configuration not stated)	-2.0%	0.5%	7%	0.1%	-12%	12%	22%	3%	9%
CN(C)/C(=N\S(=O)(=O)c1ccccc1)c1ccccc1	1.3%	0.6%	5%	0.9%	2%	11%	11%	3%	5%
O=C(COC(=O)c1ccccc1Br)NCCc1ccc(F)cc1	2.1%	1.0%	2%	3.1%	-5%	-5%	-6%	-5%	15%
Cc1ccc(C)n1-c1ccc(N2CCOCC2)nc1	13%	0.5%	24%	-1.9%	1%	-4%	-23%	-8%	10%
Cc1ccc(NC(=O)Cn2nnc(C(=O)Nc3ccc(C)c(C)c3)c2N)cc1	4.3%	3.8%	9%	-0.1%	-6%	0%	16%	13%	-2%
COc1ccc(C)cc1S(=O)(=O)N(CC(=O)Nc1ccc2c(c1)OCCO2)Cc1ccccc1	-0.2%	-1.1%	9%	0.6%	-8%	7%	6%	10%	-3%
CCSc1nc(O)cc(=O)n1-c1ccc(OC)cc1	0.6%	-0.5%	9%	7.5%	0%	25%	-5%	5%	11%
c1csc(COc2ccccc2CNC2CCCCC2)c1	0.0%	-0.4%	3%	0.5%	-2%	9%	4%	6%	13%
Cc1csc(NC(=O)CSc2nnc(C)c(=O)n2N)n1	-1.8%	-0.2%	0%	0.3%	-2%	-1%	-4%	-2%	6%
CCOc1ccc(C2NC(=O)c3ccccc3O2)cc1 (configuration not stated)	1.7%	0.3%	16%	0.0%	7%	-15%	-3%	14%	-1%
C=CCn1c(CCNC(=O)c2ccc(Cl)c(Cl)c2)nnc1SCCOc1ccc(OC)cc1	-0.4%	4.2%	4%	3.2%	-6%	-15%	-6%	7%	1%
CCC(C)N(C(=O)c1csnn1)C(C(=O)NCc1ccc(F)cc1)c1ccccc1 (configuration not stated)	-0.2%	0.0%	-3%	-0.2%	-3%	-9%	-7%	-11%	1%
COCCNS(=O)(=O)c1cc(C(=O)O)ccc1OC	0.7%	1.7%	-3%	1.6%	-3%	-1%	-4%	4%	4%
CCOC(=O)c1ccc(NC(=O)c2nc[nH]c2C(=O)N2CCC(C)CC2)cc1	-1.3%	2.8%	8%	0.9%	-5%	-6%	9%	14%	-4%
O=C(COC(=O)c1cc(S(=O)(=O)N2CCOCC2)ccc1F)NC1CCCCC1	/	0.6%	5%	0.5%[50 µM]	7%	/	/	/	/
O=C(NCc1ccccc1)C1CCC(CNc2c(N3CCCCC3)c(=O)c2=O)CC1 (configuration not stated)	1.8%	0.7%	6%	0.6%	3%	5%	8%	11%	-1%
COc1ccccc1CCNC(=O)C(=O)NCC1OCCCN1S(=O)(=O)c1ccc(F)cc1C (configuration not stated)	1.4%	1.5%	8%	-0.1%	-1%	22%	22%	19%	-7%
CC1CC(C)CN(C(=O)C2CC(=O)N(c3ccc4c(c3)OCCO4)C2)C1 (configuration not stated)	/	0.4%	7%	0.0%[50 µM]	-4%	/	/	/	/
COc1cc(C2Nc3ccccc3C(=O)N2c2ccc(Cl)cc2)c(Cl)cc1OCC(=O)O (configuration not stated)	4.4%	-0.4%	6%	5.5%	4%	11%	10%	2%	2%
CC12CCC(C/C1=N\OC(=O)c1c(F)cccc1F)C2(C)C (configuration not stated)	-0.5%	0.9%	9%	2.0%	-8%	-1%	1%	3%	3%
Cc1ccc(C)c(NC(=S)N(C2CCCCC2)C(C)c2cccnc2)c1 (configuration not stated)	-1.5%	0.1%	8%	0.0%	-6%	0%	-10%	19%	0%
O=C(Nn1c(C2CCC2)nc2ccccc2c1=O)C1CCC1	-1.2%	3.4%	7%	1.7%	-3%	10%	24%	-4%	-7%
COCCCn1c(=O)c2sccc2n2c(CCCC(=O)NCC3CCCO3)nnc12 (configuration not stated)	-0.7%	2.9%	12%	0.3%	5%	17%	-13%	12%	-5%
Cc1cccc(Nc2nc(N3CCN(C)CC3)nc(N)c2[N+](=O)[O-])c1	-2.1%	0.9%	9%	2.0%[50 µM]	-6%	-3%	-7%	1%	-3%
O=C(CCN1CCN(c2ccccc2)CC1)N/N=C/c1ccc(O)c(O)c1O	43%	/	23%	1.3%	30µM*	15%	-24%	52%	3%
CCN(CC)C(=O)c1ccc(Oc2ccc([N+](=O)[O-])cc2Cl)cc1	0.7%	20%	9%	0.0%	-2%	1%	-9%	-1%	4%
Cc1cc(-c2nnc(SCC(=O)Nc3ccccc3Cl)n2C)no1	-1.9%	/	13%	0.7%	11%	-1%	18%	12%	-10%
COc1cc(NC(=S)NCCc2c[nH]c3ccccc23)c(OC)cc1Cl	-2.9%	4.3%	5%	9.2%	3%	13%	8%	18%	10%
CCOC(=O)N1CCN(c2c(N3CCN(c4ccc(OC)cc4)CC3)c(=O)c2=O)CC1	24%	0.1%	14%	0.6%	1%	8%	7%	18%	1%
Cc1cc(C(=O)N2CCCC(N3CCN(c4ccc(F)cc4)CC3)C2)c(C)o1 (configuration not stated)	0.5%	9.0%	6%	0.6%	0%	5%	7%	10%	-1%
CCc1cc(=O)oc2cc(OC(=O)CN3C(=O)NC4(CCCC4)C3=O)ccc12	1.0%	2.9%	7%	0.4%	-27%	6%	12%	29%	0%
COc1ccccc1CNC(=O)c1sccc1C	1.0%	0.7%	7%	0.5%	0%	5%	2%	3%	1%
CC1(NC(=O)Cc2ccc(Cl)c(Cl)c2)CCS(=O)(=O)C1 (configuration not stated)	/	-0.3%	4%	0.6%[50 µM]	0%	/	/	/	/

Structures above marked active in Dengue-2 NS5 capping.
compound | HIV peptide binding | RSV antiviral HEp-2 | MgcRacGAP inhibition | Dengue-2 NS5 capping | GPR35 antagonists | Large T inhibition | PhoP inhibition
O=C(CCN1CCN(c2ccccc2)CC1)N/N=C/c1ccc(O)c(O)c1O | 43% | / | 23% | 30µM* | -24% | 52% | 3%

Next entries.
SMILES	HIV peptide binding	RSV antiviral HEp-2	MgcRacGAP inhibition	K1F lysis inhibition	Dengue-2 NS5 capping	GPR55 antagonists	GPR35 antagonists	Large T inhibition	PhoP inhibition
C=CCc1cccc2cc(C(=O)N(C)C)c(=O)oc12	0.5%	1.2%	4%	4.7%	3%	-1%	8%	7%	-3%
O=C(NC(=S)Nc1ccccc1)c1ccc(Br)o1	-1.2%	-0.5%	7%	-0.1%	-4%	-19%	-12%	13%	5%
Cc1c(NC(=O)c2ccc(S(=O)(=O)N(C)c3ccccc3)cc2)c(=O)n(-c2ccccc2)n1C	0.7%	1.9%	3%	0.0%	-5%	4%	-1%	0%	2%
CCc1cccc(C)c1NC(=O)CN(C)C1=NS(=O)(=O)c2ccccc21	/	1.6%	3%	0.6%[50 µM]	5%	/	/	/	/
COc1c2c(cc3ccc(=O)oc13)CCO2	1.6%	1.9%	8%	0.1%	-5%	7%	7%	4%	-3%
NC(=O)Cn1c(=O)oc2ccccc21	2.0%	-0.3%	3%	0.7%	-7%	17%	7%	-4%	-14%
C/C(CC1(O)/C(=N/O)CCc2nonc21)=N\O (configuration not stated)	0.1%	0.7%	2%	6.9%	-2%	18%	11%	-2%	7%
CC(C)CC1(C(=O)NCCN2CCOCC2)C=CCN1C(=O)c1ccccc1 (configuration not stated)	3.2%	1.2%	8%	1.1%	-5%	13%	-2%	8%	3%
